Assay outcomes as filed in PubChem.
FXN GAA850 act = frataxin GAA850 promoter activation; 360,000 compounds, 0.56% hits; AID 540364; activation, % at 6 µM; HEK293 lucGAA850 FXN promoter luciferase reporter, 24 h; percent of 10 µM SAHA response;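 active means activation above the average of all compounds screened plus 3 SD, cutoff fixed separately per campaign, cut at about 7.5% in these data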;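 further: 0% = DMSO wells and 100% = 10 µM SAHA wells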
DAX1 inh-1 = blocks DAX1 repression of SF-1 activated StAR promoter. 370,000 compounds, 1.1% hits. HEK293T StAR-luciferase reporter, SF-1/DAX-1 repression relief. inhibition, % at 6.8 µM. AID 652010;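 active means inhibition above the mean over all tested compounds plus 3 SD, cut at about 3.6% in these data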;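 further: 0% = DAX-1 cells with DMSO and 100% = cells lacking DAX-1 with DMSO; higher inhibition means more luminescence from relief of DAX-1 repression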
PLC-gamma1 inh = blocks human PLC-gamma1 enzyme activity | inhibition, % at 12.2 µM | AID 720700 | purified PLC-gamma1, fluorogenic substrate, fluorescence | 370,000 compounds, 0.84% hits | P19174; in the data active means inhibition above about 9.5%
hgDAF-12 ag = activates the H. glycines DAF-12 receptor ligand-binding domain | HEK293 GAL4-hgDAF12 UAS-luciferase reporter, agonist luminescence; normalized to butyrate control | activation, % at 6.8 µM | 370,000 compounds, 1.8% hits | AID 687014;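 active means activation above a cutoff set at the mean of all screened compounds plus 3 SD, cut at about 10% in these data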;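 further: 0% = DMSO wells and 100% = sodium butyrate wells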
ssDAF12 agonist = activators of S. stercoralis DAF-12 nuclear receptor | HEK293 ssDAF-12/GRIP1 lit1-tk-luc reporter, luminescence; % of 3 µM dafachronic acid response | activation, % at 6.8 µM | 370,000 compounds, 1% hits | AID 652126;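 active means activation above the mean over all tested compounds plus 3 SD, cut at about 0.9% in these data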;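 further: 0% = DMSO-only wells and 100% = 3 µM delta7-dafachronic acid wells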
ADAM10 inh = inhibitors of human ADAM10; 370,000 compounds, 0.62% hits; AID 720582; recombinant ADAM10, EDANS/DABCYL FRET peptide cleavage, 3 h; inhibition, % at 7 µM; O14672;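 active means inhibition above a per-campaign cutoff equal to the mean of compounds falling between control-based bounds plus 3 SD, cut at about 20% in these data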;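 further: 0% = DMSO wells while the 100% control is not disclosed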
Target sequence (O14672 214-748 limits assumed): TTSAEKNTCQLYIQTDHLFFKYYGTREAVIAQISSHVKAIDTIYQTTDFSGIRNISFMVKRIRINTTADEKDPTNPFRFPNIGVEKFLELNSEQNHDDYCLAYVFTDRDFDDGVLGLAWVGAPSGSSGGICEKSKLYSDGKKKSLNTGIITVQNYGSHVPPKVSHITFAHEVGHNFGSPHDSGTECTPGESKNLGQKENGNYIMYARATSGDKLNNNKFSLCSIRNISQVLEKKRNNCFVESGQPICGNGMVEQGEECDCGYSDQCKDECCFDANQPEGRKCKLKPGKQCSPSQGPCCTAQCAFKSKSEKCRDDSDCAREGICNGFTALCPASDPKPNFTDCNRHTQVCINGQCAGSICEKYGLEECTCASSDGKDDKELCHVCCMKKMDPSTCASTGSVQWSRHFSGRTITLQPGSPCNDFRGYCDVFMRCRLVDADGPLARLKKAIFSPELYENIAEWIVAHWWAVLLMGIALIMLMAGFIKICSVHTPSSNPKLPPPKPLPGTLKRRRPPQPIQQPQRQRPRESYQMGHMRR
ADAM17 inh = inhibitors of human ADAM17; recombinant ADAM17, EDANS/DABCYL FRET peptide cleavage; inhibition, % at 6.95 µM; AID 720648; 370,000 compounds, 0.83% hits;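 active means inhibition above the mean of compounds lying between control limits plus 3 SD, set per campaign, cut at about 8.5% in these data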;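 further: 0% = DMSO-only wells as the low control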
DAX1 inh-2 = NR0B1 (DAX1) inhibition | HEK293 Gal4-DAX1 luciferase reporter, luminescence | inhibition, % at 6.75 µM | 340,000 compounds, 0.99% hits | AID 504766;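 active means inhibition above the mean over all tested compounds plus 3 SD, cut at about 4.2% in these data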;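 further: 0% = DAX1-transfected cells with DMSO and 100% = empty-vector control cells with DMSO; inhibition shows as a rise in luminescence from relieved DAX1 repression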
hcDAF12 agonist = activates DAF-12 receptor from parasite H. contortus; AID 652067; 370,000 compounds, 1.4% hits; HEK293 hcDAF-12 lit1-tk-luc reporter, luminescence; 0% DMSO, 100% Δ7-dafachronic acid; activation, % at 6.8 µM;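 active means activation above the mean of all tested compounds plus 3 SD, cut at about 5.5% in these data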;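 further: 100% = response to 3 µM Δ7-dafachronic acid high control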
PLCb3 inh = inhibitors of human phospholipase C beta3; Q01970; Purified PLC-beta3, fluorogenic substrate, fluorescence; inhibition, % at 12.2 µM; 370,000 compounds, 0.18% hits; AID 720704; in the data active means inhibition above about 11%;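 further: 0% = median of compound wells on plate and 100% = full blocker control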
HGIII-sPLA2 inh = Inhibits HGIII-sPLA2 liposome hydrolysis, primary screen. QFRET BODIPY PC-A2 liposome hydrolysis, fluorescence. inhibition, % at 12.2 µM. 370,000 compounds, 0.56% hits. AID 743126;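 active means inhibition above mean plus 3 SD of compounds lying within the high and low control bounds, cut at about 19% in these data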;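 further: 0% = median of test compound wells and 100% = no enzyme DMSO wells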
Target sequence (Q9NZ20 whole entry, looked up): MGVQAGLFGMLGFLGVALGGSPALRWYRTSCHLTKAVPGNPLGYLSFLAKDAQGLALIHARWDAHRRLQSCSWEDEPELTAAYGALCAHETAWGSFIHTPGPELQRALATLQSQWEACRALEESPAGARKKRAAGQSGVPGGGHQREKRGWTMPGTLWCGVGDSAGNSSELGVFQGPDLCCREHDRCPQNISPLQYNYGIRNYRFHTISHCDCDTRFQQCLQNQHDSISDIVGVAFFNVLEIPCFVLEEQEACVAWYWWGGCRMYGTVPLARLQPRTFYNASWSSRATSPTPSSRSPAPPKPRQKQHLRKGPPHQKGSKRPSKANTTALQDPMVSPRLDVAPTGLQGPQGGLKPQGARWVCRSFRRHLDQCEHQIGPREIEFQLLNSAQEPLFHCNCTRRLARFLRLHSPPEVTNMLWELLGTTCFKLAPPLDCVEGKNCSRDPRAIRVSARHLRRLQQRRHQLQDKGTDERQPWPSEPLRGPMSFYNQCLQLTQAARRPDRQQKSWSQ
The depositor's hits bear a star; i = inactive; . = not tested or not shown.

SMILES | FXN GAA850 act | DAX1 inh-1 | PLC-gamma1 inh | hgDAF-12 ag | ssDAF12 agonist | ADAM10 inh | ADAM17 inh | DAX1 inh-2 | hcDAF12 agonist | PLCb3 inh | HGIII-sPLA2 inh
C=CCNc1nc(Nc2ccc(-c3nc4ccccc4o3)cc2)nc(N2CCOCC2)n1 | 6.1 | 0.3 | -101 | -1.4 | -1.6 | i | -249 | 0.2 | 0.7 | -111 | -24
CCCNC(=O)c1onc(CSc2ccc(F)cc2)c1C(=O)NC(C)C | 3.9 | -0.3 | 0 | 3.1 | -1.1 | 7 | -1 | 1.7 | 0.8 | 0 | 6
Cc1cc(C)nc(NC(=S)NC(=O)c2ccccc2F)n1 | 0.9 | -0.3 | -3 | 1.4 | -0.8 | -8 | -7 | . | 1.2 | -9 | 8
COc1ccc(C2C(C(=O)N3CCN(C)CC3)c3cc(OC)c(OC)cc3C(=O)N2C)cc1 (configuration not stated) | 0.9 | 0.9 | 1 | -0.7 | -1.1 | 4 | -1 | -0.7 | 0.1 | -2 | 5
O=C1c2cccc3c(N4CCCCC4)ccc(c23)C(=O)N1CCO | 8.3* | 0.2 | -488 | 5.7 | -0.2 | -12 | -2 | -1.4 | 1.2 | i | -9
COc1ccc(/C=N/NC(=O)c2ccc(CN3C(=O)c4cccc5cccc3c45)cc2)cc1O | 0.9 | 0.4 | -486 | -1.0 | -1.2 | -52 | -20 | 1.6 | -3.0 | i | -18
COc1ccccc1OCCOc1ccc(/C=C2/C(=N)N3OC(C)=CC3=NC2=O)cc1OC | 0.0 | -1.1 | -1 | 5.1 | -1.1 | -11 | -4 | -1.0 | 7.3* | -9 | -8
Clc1ccc(OCc2nnc(SCCN3CCCCC3)n2Cc2ccco2)cc1 | 2.5 | 1.0 | 1 | -0.3 | -1.7 | 2 | 0 | 0.2 | -1.2 | 1 | -5
Cc1[nH]n(S(=O)(=O)c2ccccc2)c(=O)c1N=Nc1cccc(Cl)c1 | 3.1 | 0.0 | -4 | -1.8 | -0.7 | -10 | -3 | -0.4 | -1.3 | -10 | 8
CCOc1ccccc1N(CC(=O)Nc1ccc(OC)cc1OC)S(=O)(=O)c1ccccc1 | -0.3 | -0.8 | 0 | -2.4 | 0.6 | 8 | 1 | -1.5 | 1.2 | -5 | 2
CS(=O)(=O)N1Cc2ccccc2CC1C(=O)OCC(=O)NCCc1ccc(S(N)(=O)=O)cc1 (configuration not stated) | -0.9 | -0.8 | 1 | 1.4 | -1.0 | -2 | -2 | 0.2 | 0.0 | 3 | 0
O=C(CC(=O)NCc1ccc(Cl)cc1)NCc1ccc(Cl)cc1 | 0.7 | -0.3 | -2 | -2.2 | -0.8 | 1 | -5 | 1.4 | -1.1 | -8 | 7
O=C(CSc1ccc(-c2cccnc2)nn1)N1CCCc2ccccc21 | . | -0.1 | 1 | 0.5 | -0.7 | 2 | -2 | . | 1.3 | -10 | -7
Cc1c(NS(=O)(=O)c2cccc(C(=O)NCc3ccco3)c2)c(=O)n(-c2ccccc2)n1C | 3.2 | 2.2 | -5 | 1.2 | -0.1 | -16 | -5 | -0.1 | -0.8 | -14 | 5
CCCn1c(SCC(=O)NC(=O)NC(C)(C)C)n[nH]c1=O | -1.7 | 0.2 | 0 | -1.8 | -1.1 | 3 | 2 | 1.3 | -1.2 | 1 | 4
O=C(NC(=S)Nc1ccc2[nH]c(=O)[nH]c2c1)c1cc(Br)ccc1Cl | 2.8 | 2.0 | -2 | 1.5 | -1.4 | -10 | -4 | -0.1 | 0.4 | -11 | 6
Cc1ccc(N2C(=O)/C(=C\c3ccco3)SC2=S)cc1 | 2.7 | -0.5 | -1 | 1.9 | -1.0 | 2 | 2 | 1.6 | -0.7 | -3 | 2
CC(=O)Nc1ccc(S(=O)(=O)N2CCc3ccccc3C2)cc1 | -1.0 | -0.7 | 0 | -1.1 | -1.4 | 2 | -1 | 0.3 | -0.2 | 0 | -10
COc1ccc(CNC(=O)c2ccccc2SCC(=O)NCc2ccco2)cc1 | -0.8 | -1.6 | -3 | 0.7 | -1.1 | 1 | -1 | -1.0 | 0.7 | -5 | -2
COc1ccc(S[C@]2(C(=O)N3CCCC3)CC(=O)N(S(=O)(=O)c3ccc(F)cc3)[C@@H]2c2ccc(OC)cc2)cc1 | . | -3.0 | 2 | 0.2 | -1.4 | 2 | 3 | . | 0.4 | 3 | -7
CC12CCC(=O)N1C(C(=O)Nc1ccccc1F)CS2 (configuration not stated) | -0.4 | -0.7 | -2 | -1.3 | -0.9 | -9 | -2 | -0.3 | -1.5 | 1 | 9
O=C(N/C(=C/c1cccnc1)C(=O)N1CCCCCC1)c1ccccc1 | 1.8 | 0.4 | 3 | 1.7 | -0.8 | -2 | 1 | -0.4 | 0.4 | -2 | 6
CC(C)c1ccc(/C=C/C(=O)Nc2ccc(CN3CCOCC3)cc2)cc1 | -1.6 | -0.6 | -2 | -2.0 | -0.7 | 9 | -1 | . | -1.5 | -5 | -4
O=c1[nH]c2ccc(Br)cc2o1 | 0.7 | -0.6 | 2 | -3.8 | -0.5 | -14 | -5 | -0.5 | -1.2 | -1 | 6
CCn1cnc2c1c(=O)n(Cc1ccc(C(=O)OC)cc1)c(=O)n2Cc1ccccc1 | 6.1 | -0.2 | 2 | 0.6 | -1.3 | 2 | 3 | -0.3 | 0.2 | 1 | -2
O=C(C(c1ccccc1)C(O)c1ccccc1)N1CCOCC1 (configuration not stated) | 0.8 | 0.3 | -1 | 5.0 | -0.4 | -13 | -4 | -0.1 | -1.0 | -2 | 10
O=C(NCCc1ccccc1)C1CC(c2ccccc2O)=NO1 (configuration not stated) | 3.5 | 0.8 | 3 | -2.0 | -1.5 | 9 | 2 | -1.6 | -0.6 | 2 | -4
CN(Cc1ccccc1)C(=O)OCc1cn(Cc2cc(F)ccc2F)nn1 | . | 0.2 | -4 | 0.5 | -1.1 | 0 | -2 | . | -2.7 | -1 | -3
COc1ccc(CC(=O)N[C@@H]2c3cc(OC)c(OC)cc3C[C@H]2OCc2ccccc2)cc1 | -3.0 | -0.4 | 0 | 0.1 | -1.2 | 0 | -1 | -3.6 | -1.3 | 1 | -5
CN(C)c1ccc(NC(=O)Nc2ccc3c(c2)nnn3C)cc1 | 3.4 | 0.5 | -18 | 6.3 | -0.1 | -11 | -10 | 6.5* | 1.0 | -24 | 19*
CCOC(=O)N1CC(C)N(CC(O)CN2CCOCC2)CC1C (configuration not stated) | -3.4 | 0.4 | -1 | 0.5 | -1.4 | -7 | -3 | -1.0 | 1.1 | 3 | -1
Cc1cccc(-c2cc3nc(C)cc(N4CC(C)CC(C)C4)n3n2)c1 (configuration not stated) | 1.9 | 0.2 | -7 | 0.5 | -1.0 | 12 | -3 | 1.0 | -1.9 | -4 | 0
Cc1[nH]nc(NNC(=O)c2ccccc2)c1[N+](=O)[O-] | 1.0 | 0.2 | 3 | 0.8 | -1.2 | 0 | -3 | . | -0.3 | -5 | 16
Cc1ccc(C(=O)OCC(=O)N(C)C2CCS(=O)(=O)C2)cc1S(=O)(=O)N1CCOCC1 (configuration not stated) | 1.8 | 0.5 | 2 | 3.2 | -1.1 | -8 | -4 | 0.6 | -0.2 | -7 | 4
COc1ccc(CCN=C(N)NS(=O)(=O)c2ccc3ccccc3c2)cc1 | 2.5 | 1.8 | 1 | -2.0 | -1.7 | 10 | 6 | 2.4 | -1.3 | -1 | -24
CCN(CC)C(=O)N1CCN(Cc2ccc3c(c2)OCO3)CC1 | 0.8 | -0.1 | 4 | 2.0 | -0.5 | -1 | -1 | -0.2 | 0.3 | 1 | -4
COC(=O)N/N=C/c1cc(Cl)cc(Cl)c1OCc1ccccc1F | 2.8 | 0.0 | 2 | 3.3 | -1.4 | 1 | 3 | -0.7 | -1.7 | 3 | 2
CC1CCN(c2ccc(/C=N/n3nnnc3N)cc2[N+](=O)[O-])CC1 | 1.3 | -0.1 | 1 | 2.5 | -1.7 | 0 | -1 | -0.6 | -2.3 | 2 | -2
Cc1ccc(/C(O)=C2\C(=O)C(=O)N(C)C2c2ccccc2)cc1 (configuration not stated) | -2.1 | -0.3 | 0 | -0.4 | -1.1 | 2 | 0 | -0.5 | 0.5 | -1 | -5
O=C(c1cc(Sc2cccc(Cl)c2)nc2ccccc12)N1CCN(c2ccccn2)CC1 | 0.9 | -0.3 | -3 | 2.2 | -1.7 | 12 | 0 | 1.9 | -1.4 | -16 | -11
COc1ccc(-c2nn(CCC(=O)O)cc2CCC(=O)O)cc1 | -0.2 | 0.5 | 8 | -0.3 | -1.1 | 5 | -1 | -0.1 | -0.4 | 1 | 4
CCc1nc2ccc(C(=O)N3CCN(c4cccc(OC)c4)CC3)cc2nc1CC | 1.2 | -0.3 | 0 | -2.6 | -0.7 | -6 | -1 | -0.4 | -0.2 | -12 | -6
CC(c1ccc(O)cc1)(c1ccc(O)cc1)c1ccc(CCBr)cc1 | 1.6 | 0.2 | 0 | -0.3 | -0.2 | 4 | 4 | -1.1 | -0.2 | -8 | -51
C#CCOCCOCCOCCNc1nc(N2CCN(C(=O)[C@H](CCCN=C(N)N)n3cc(C(N)[C@@H](C)CC)nn3)CC2)nc(N2CCN(C(=O)[C@H](CO)n3cc([C@@H](N)C(C)C)nn3)CC2)n1 (some centres not stated) | -1.0 | 0.0 | 1 | -1.4 | -1.4 | -11 | -6 | 0.2 | -0.9 | 0 | 11
Cc1ccc(CN2CCN(Cc3cn[nH]c3C3CCCCC3)CC2CCO)cc1 (configuration not stated) | 1.6 | 0.3 | 3 | -2.2 | -0.9 | 10 | 1 | 0.2 | -1.4 | 8 | -4
C[C@]12CC[C@@H]3c4ccc(O)cc4CC[C@H]3[C@@H]1CC[C@@H]2O | 0.8 | -1.2 | 2 | -3.5 | -0.4 | 0 | -4 | -0.7 | -1.5 | -4 | -1
CCOc1ccc(S(=O)(=O)NCc2cccs2)cc1C(C)C | 1.5 | -2.3 | 1 | -0.3 | -0.6 | 6 | 2 | -1.4 | -1.3 | 1 | -15
Cc1nn(C)cc1-c1csc(N)n1 | -1.9 | 0.5 | 3 | -3.1 | -1.3 | 2 | 1 | 0.6 | -1.7 | -4 | 5
CCSc1nnc(NC(=O)c2csc3c2CCC(C)C3)s1 (configuration not stated) | -2.7 | -0.3 | 0 | 0.9 | -1.9 | 2 | -5 | -0.1 | 0.4 | -3 | 1

Part of the list above, field by field:
> CCOc1ccc(S(=O)(=O)NCc2cccs2)cc1C(C)C
  FXN GAA850 act: 1.5	DAX1 inh-1: -2.3	PLC-gamma1 inh: 1	hgDAF-12 ag: -0.3	ssDAF12 agonist: -0.6	ADAM10 inh: 6	ADAM17 inh: 2	DAX1 inh-2: -1.4	hcDAF12 agonist: -1.3	PLCb3 inh: 1	HGIII-sPLA2 inh: -15

> Cc1nn(C)cc1-c1csc(N)n1
  FXN GAA850 act: -1.9	DAX1 inh-1: 0.5	PLC-gamma1 inh: 3	hgDAF-12 ag: -3.1	ssDAF12 agonist: -1.3	ADAM10 inh: 2	ADAM17 inh: 1	DAX1 inh-2: 0.6	hcDAF12 agonist: -1.7	PLCb3 inh: -4	HGIII-sPLA2 inh: 5
